# Assay outcomes from PubChem BioAssay.
# SRC2 inh = inhibition of GAL4-SRC2 driven luciferase reporter, primary screen, SRC2 inhibitor project, cell-based, luminescence; Nuclear receptor coactivator 2 (Homo sapiens), Q15596; HEK293 GAL4-SRC2 luciferase reporter; inhibition, % at 9 µM; 0.17% of 370,000 active; AID 651957, 2012;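 active = inhibition above the mean inhibition of all tested compounds plus 3 SD, set per campaign, cut at about 52% in these data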;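 note: 0% = DMSO treated cells and 100% = cells given Gossypol at 36 µM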
# TROY signal inh = inhibitors of TROY-driven NF-kB signaling, primary screen, Q293 LMP1-TROYcd cells, NF-kB luciferase, uHTS. inhibition, % at 10 µM. 0.98% of 360,000 active. Q293 LMP1-TROYcd NF-kB luciferase reporter, 4 h. AID 1347056, 2019;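 active = compounds whose plate-normalised and pattern-corrected inhibition of the luciferase reporter signal at the single screening dose is 50% or more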
# COUP-TFII inh = NR2F2 transcriptional activity inhibitors, primary screen, cell-based, luciferase reporter, HEK293T, luminescence | 0.7% of 370,000 active | COUP transcription factor 2 (Homo sapiens), P24468 | inhibition, % at 8.6 µM | AID 686940, 2013 | HEK293T NGFI-A luciferase reporter;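 active = inhibition above a per-plate cutoff, mean inhibition of test wells between control levels plus 3 SD, cut at about 38% in these data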;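 note: cells cotransfected with COUP-TFII expression vector driving the NGFI-A reporter; 0% = median of COUP-TF2 test wells and 100% = reporter-only cells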
# Target sequence (P24468 whole entry, looked up): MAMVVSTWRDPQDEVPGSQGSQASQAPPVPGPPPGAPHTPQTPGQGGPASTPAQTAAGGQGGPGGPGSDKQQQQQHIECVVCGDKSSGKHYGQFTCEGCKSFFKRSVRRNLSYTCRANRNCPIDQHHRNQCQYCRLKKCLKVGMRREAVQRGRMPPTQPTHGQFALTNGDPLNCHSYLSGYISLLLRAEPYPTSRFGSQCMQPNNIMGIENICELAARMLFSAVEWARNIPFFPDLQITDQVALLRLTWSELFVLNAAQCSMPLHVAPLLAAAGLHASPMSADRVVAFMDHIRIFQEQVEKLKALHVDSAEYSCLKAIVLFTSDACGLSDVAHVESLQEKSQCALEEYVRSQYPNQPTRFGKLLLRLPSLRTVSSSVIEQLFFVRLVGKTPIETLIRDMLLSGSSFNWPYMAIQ
# TLR9-MyD88 inh = inhibitors of TLR9-MyD88 association in cells, primary screen, cell-based, CHO, BLA complementation, fluorescence; Toll-like receptor 9 (Homo sapiens) + Myeloid differentiation primary response protein …; CCF4 FRET ratio; inhibition, % at 4.98 µM; 0.21% of 340,000 active; AID 504734, 2011;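 active = inhibition above the mean over all tested compounds plus 3 SD, cut at about 21% in these data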;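 note: 0% = DMSO only wells and 100% = clavulanate BLA inhibitor control wells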
# NOD2-RIPK2 inh = NOD2-RIPK2 binding disruptors in cells, primary screen, fluorescence, CHO cells, BLA complementation; Receptor-interacting serine/threonine-protein kinase 2 (Homo sapiens), O43353; CCF4 ratio; inhibition, % at 4.98 µM; 0.38% of 360,000 active; in the data active = inhibition above about 21%;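 note: 0% = vehicle only and 100% = reference blocker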
# Target sequence (O43353 whole entry, looked up): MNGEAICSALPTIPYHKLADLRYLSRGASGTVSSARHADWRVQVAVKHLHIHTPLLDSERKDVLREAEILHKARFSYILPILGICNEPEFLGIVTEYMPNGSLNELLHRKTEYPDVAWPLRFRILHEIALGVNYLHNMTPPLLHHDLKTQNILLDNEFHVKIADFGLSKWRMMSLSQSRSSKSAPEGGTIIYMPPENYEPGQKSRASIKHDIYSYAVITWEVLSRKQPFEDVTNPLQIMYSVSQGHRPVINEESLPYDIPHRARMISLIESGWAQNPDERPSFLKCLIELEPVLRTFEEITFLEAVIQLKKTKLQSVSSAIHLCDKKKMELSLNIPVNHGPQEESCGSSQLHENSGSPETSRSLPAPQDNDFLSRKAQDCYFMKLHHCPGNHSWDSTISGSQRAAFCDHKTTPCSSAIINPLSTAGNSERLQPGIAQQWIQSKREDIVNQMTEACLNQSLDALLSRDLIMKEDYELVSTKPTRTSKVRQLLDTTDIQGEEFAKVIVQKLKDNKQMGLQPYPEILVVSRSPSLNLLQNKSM
# TWEAK-Fn14 inh = inhibitors of TWEAK-Fn14 signaling, primary screen, luciferase reporter cells, uHTS; TWEAK-stimulated Fn14 reporter cells, luciferase luminescence, 8 h; inhibition, % at 10 µM; 2% of 360,000 active; in the data active = inhibition above about 50%
# TRAIL sens C8 = viability loss with TRAIL in NB7+C8 cells, primary screen, TRAIL sensitizer project, cell-based, ATPlite luminescence; inhibition (viability loss, TRAIL sensitization), % at 10 µM; 1% of 360,000 active; AID 624354, 2012;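 active = compounds causing at least 50% loss of cell viability in the single-dose screen, relative to plate controls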
# NCOA3 inh = SRC3 coactivator transcriptional activity inhibitors, primary screen, cell-based, luminescence; inhibition, % at 3.6 µM; Nuclear receptor coactivator 3 (Homo sapiens), Q9Y6Q9; HEK293 GAL4-SRC3 luciferase reporter; 0.17% of 360,000 active;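 active = inhibition above a per-campaign cutoff, the mean of all compounds plus 3 SD, cut at about 60% in these data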;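 note: 0% = DMSO-treated cells and 100% = gossypol-treated cells at 36 µM; higher means less SRC3-driven luciferase light from the GAL4 reporter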
# EBV LMP1 NFkB = EBV LMP1-driven NF-kappaB luciferase reporter inhibitors, primary screen, cell-based, luminescence, single point. LMP1-induced NF-kappaB luciferase reporter cells. inhibition, % at 12.5 µM. 0.69% of 350,000 active; in the data active = inhibition above about 41%;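 note: 0% = neutral control wells and 100% = reference inhibitor control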
# LRH-1 inv ag = LRH-1 (NR5A2) inverse agonists, primary screen, cell-based, luminescence, HEK293T, StAR-luciferase reporter; LRH-1 transfected, 24 h; 0.13% of 360,000 active; AID 602396, 2012; inhibition, % at 3.6 µM;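 active = inhibition above the mean inhibition of all tested compounds plus 3 SD, cut at about 73% in these data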;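 note: 0% = DMSO wells and 100% = reporter-only cells lacking LRH-1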
# SRC1 inh = SRC1 coactivator transcriptional activity inhibitors, primary screen, cell-based, luminescence; HEK293 GAL4-SRC1 luciferase reporter; 0.12% of 360,000 active; AID 588354, 2011; inhibition, % at 3.6 µM;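 active = inhibition above the campaign mean plus 3 SD, with each screening campaign given its own cutoff, cut at about 60% in these data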;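 note: 0% = DMSO treated cells and 100% = gossypol at 36 µM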
# * = called active by the depositor; / = no result given.
SMILES,SRC2 inh,TROY signal inh,COUP-TFII inh,TLR9-MyD88 inh,NOD2-RIPK2 inh,TWEAK-Fn14 inh,TRAIL sens C8,NCOA3 inh,EBV LMP1 NFkB,LRH-1 inv ag,SRC1 inh
COc1cc(CN2C[C@@H](CO)O[C@@H](n3cnc4c(NC(C)C)ncnc43)C2)cc(OC)c1OC,-10.8,-2.5,-4.2,/,5.3,17.6,-6.1,-20.9,/,-3.0,1.1
CSCCC(NS(=O)(=O)c1ccc(C)cc1)C(=O)NCC(C)(C)N1CCOCC1 (stereo unspecified),-22.7,-5.6,0.7,-2.9,-6.2,9.1,-5.1,-50.7,-6.1,-2.1,6.8
CCN(Cc1ccccc1)C(=O)COC(=O)c1cc(Cl)nc(Cl)c1,8.5,4.3,-11.9,3.0,-4.0,25.0,26.7,18.1,0.3,-15.9,14.3
CC1(C)CC(=O)C2=C(C1)NC(=O)CC2c1ccc(N(CCC#N)CCC#N)cc1 (stereo unspecified),7.3,10.6,-13.0,1.7,2.5,-19.3,0.9,-0.8,1.7,7.2,11.3
COC(=O)c1ccc2nc(-c3ccco3)c(Cc3ccc(OC)cc3C)n2c1,-12.8,3.3,-31.0,/,-13.7,4.1,-4.9,13.2,/,-19.2,-25.3
NS(=O)(=O)c1ccc(CCNC(=O)CSc2nc3ccsc3c(=O)n2CCCCC(=O)O)cc1,-1.4,-4.5,-5.2,-1.9,-6.1,0.5,-0.8,-18.6,-2.4,-1.4,0.2
Cc1ccc(Cn2c(=N)n(CC(=O)c3ccccc3)c3ccccc32)cc1,8.9,-10.8,23.7,3.3,-3.6,-0.4,26.5,7.6,1.9,-14.6,7.3
COc1ccc(NC(=O)c2sc3nc(C)nc(N4CCN(c5ccccn5)CC4)c3c2C)cc1Cl,-2.2,5.9,6.6,-6.2,-14.6,1.6,25.9,7.6,16.2,-19.4,5.4
COc1ccc(-n2c(Cc3cccn3C)nnc2SCC(=O)Nc2cccc(F)c2)cc1,-0.3,6.5,11.5,3.5,-7.6,-13.3,7.4,-12.7,-10.3,7.7,-19.7
Cc1cn([C@H]2C[C@H](O)[C@@H](CNCc3cccn3-c3nccs3)O2)c(=O)[nH]c1=O,-36.7,-12.7,-3.8,-1.4,-25.0,-15.3,-3.7,-8.5,-8.4,6.5,-5.8
CSc1sc(C(=O)NC(=O)NCc2ccncc2)c(C)c1-c1ccon1,26.2,11.2,-6.1,5.4,-3.4,4.2,-0.5,1.4,7.8,20.0,3.7
c1ccc(N2CCN(c3nc(-c4ccccn4)nc4ccccc34)CC2)cc1,-1.7,2.7,28.4,8.0,2.4,-6.1,6.8,30.8,18.5,6.8,10.7
CCN1C(=O)[C@H]2[C@@H](c3ccc(OC)cc3)N[C@]3(CCCN(Cc4ccc(OC)cc4)C3=O)[C@H]2C1=O,5.7,1.8,-8.2,0.8,-5.5,4.0,-20.9,18.1,5.5,1.6,-2.9
C=CCOC(=O)C1=C(C)N=c2s/c(=C3\C(=O)N(CC(=O)O)c4ccccc43)c(=O)n2C1c1ccc(OC)cc1 (stereo unspecified),6.4,-4.1,7.9,0.2,-4.8,58.5*,6.2,21.3,-3.3,0.1,9.4
COc1ccc(C(=O)NCCNc2nc3cc(C)cc(C)c3cc2C#N)c(OC)c1,76.6*,/,9.5,/,-11.5,/,-8.9,/,/,29.9,/
OC(COc1ccccc1)Cn1c2ccccc2c2ccccc21 (stereo unspecified),14.3,-16.1,-0.9,8.8,0.8,3.5,0.0,-4.2,-4.4,-7.8,-16.7
O=C(CN(c1ccccc1)S(=O)(=O)c1ccccc1)NCCSc1ccccn1,1.4,0.3,-18.6,3.9,-2.3,-7.7,2.3,11.2,-10.8,-11.8,2.5
CC(C)Cn1c(CN(C)Cc2ccccc2)nc2c1c(=O)n(C)c(=O)n2C,21.2,22.3,28.0,-1.7,5.8,-0.7,7.8,-8.4,11.3,3.5,6.7
O=C(Cc1cccc2ccccc12)Nc1ccc2c(c1)C(=O)NC2=O,7.3,21.2,13.7,-0.3,1.4,-27.0,-1.8,6.1,6.2,-10.2,-1.1
CCc1cccc2c(C(=O)CSc3nncn3C)c[nH]c12,-34.7,-27.9,4.4,-5.2,-8.5,3.0,-26.9,-33.6,-4.3,-21.1,-14.6
CCCOC(=O)c1ccc(Cl)c(NC(=O)c2ccc(-c3ccccc3)cc2)c1,-37.3,-30.4,-6.6,7.4,-5.1,-23.0,12.4,0.5,-12.3,17.3,-1.9
CN(C)/C=N/C(=S)Nc1ccc(F)cc1,8.5,/,-15.6,3.0,2.3,88.1*,-12.5,-9.7,-0.7,-13.8,-13.1
N#C/C(=C/c1ccco1)c1nc2ccccc2s1,-59.2,-48.7,-51.3,9.6,-3.2,19.2,41.8,-93.1,-69.4,-90.7,-115.7
C=C(C)C1CC=C(CN2CCC(O)CC2)CC1 (stereo unspecified),3.5,2.2,-15.0,-1.4,-10.5,8.6,17.9,-13.3,1.4,8.1,14.9
CCOC(=O)N1CCN(S(=O)(=O)c2ccc(C)cc2)C1,11.2,15.4,-14.7,12.4,-10.6,-11.7,11.8,20.7,2.3,5.0,-12.1
# Remaining list, next part:
SMILES,SRC2 inh,TROY signal inh,COUP-TFII inh,TLR9-MyD88 inh,NOD2-RIPK2 inh,TWEAK-Fn14 inh,TRAIL sens C8,NCOA3 inh,EBV LMP1 NFkB,LRH-1 inv ag,SRC1 inh
CCCCN(C)C(=O)c1nc2ccccn2c1CNCCCn1nnc2ccccc21,10.1,0.1,-1.3,3.4,-5.1,5.4,-2.8,15.3,-1.7,0.8,-21.4
CCC(C)(C)NC(=O)C(c1ccccc1)N(Cc1cccs1)C(=O)Cn1nnc2ccccc21 (stereo unspecified),-4.1,-1.5,-2.1,-2.9,5.0,21.9,-3.7,4.5,5.4,-6.0,2.2
Cc1nc(NC2=NCN(Cc3cccnc3)CN2)nc2ccccc12,-8.7,-0.6,18.0,4.2,-0.1,-15.8,6.1,-6.2,-8.9,14.5,8.7
CC(c1ccc(Cl)cc1)n1c(-c2ccc3ccccc3n2)n[nH]c1=S (stereo unspecified),5.8,5.3,-3.0,-1.4,-6.0,-14.7,-3.5,12.8,-6.5,-10.4,2.2
O=C(O)c1cccc2c1-c1c(cccc1[N+](=O)[O-])C2,10.2,0.3,0.6,-15.5,-9.8,-12.4,-8.1,-0.3,4.1,1.1,0.3
C=CC[C@@H](CC(=O)N[C@@H](CO)Cc1ccccc1)C(=O)N[C@H](C)COC(=O)[C@@H](CC=C)Cc1ccc(F)cc1,-13.6,0.4,-2.1,-1.1,1.7,15.1,1.5,-1.2,-7.6,14.8,-2.9
CNC(=S)N(CCc1c(C)[nH]c2ccccc12)Cc1cc(OC)c(OC)c(OC)c1,11.2,5.8,17.1,11.3,-6.6,-24.2,-16.5,16.9,-2.1,14.2,-8.2
O=C(N[C@@H](Cc1ccccc1)C(=O)N1CCN(S(=O)(=O)c2ccc(F)cc2)CC1)c1ccco1,-8.1,-11.2,-2.7,7.1,13.1,8.7,2.0,-16.0,-5.6,-11.5,-7.8
Cc1cc2cc(C)c(NCCNC(=O)c3ccccc3)nc2cc1C,11.0,-13.1,7.1,-10.9,5.7,-8.5,2.6,3.8,6.9,-16.5,-14.0
Cc1cc(C(=O)CCC(=O)NCc2ccccc2F)c(C)s1,-3.5,-30.1,-10.6,5.1,-0.9,-7.5,11.5,27.6,3.2,-10.3,-16.5
CCCCCCOc1ccc(N2C(=O)CC(SC(=NCC)NCC)C2=O)cc1 (stereo unspecified),-13.6,20.1,16.9,5.2,2.8,8.1,-2.3,8.1,-2.5,5.4,-13.0
Cn1c(N2CCN(C(=O)NCc3ccccc3)CC2)nc2ccccc21,-0.5,-14.7,13.1,-5.1,-1.6,13.7,-4.2,4.5,-7.4,0.5,3.1
CCn1cc(-c2cc(C(=O)O)c3ccccc3n2)cn1,0.0,-6.5,8.7,-1.0,-7.8,8.2,62.4*,10.7,8.3,-16.6,-14.0
O=C(/C=C/c1ccc2c(c1)OCO2)c1ccco1,-12.1,-30.9,-10.7,-7.2,-13.7,5.9,-4.7,-22.9,-3.1,-33.8,-5.0
COc1ccc(C(C)NC(=O)C2CCN(CCOc3ccc(Cl)cc3Cl)CC2)cc1OC (stereo unspecified),/,23.4,/,/,6.0,4.8,17.0,3.9,/,9.9,1.7
CCC(Sc1nc2ccccc2c(=O)[nH]1)C(=O)O (stereo unspecified),-28.9,7.1,4.3,3.4,0.3,-15.5,-3.9,3.4,-3.5,18.9,-11.5
COc1ccccc1CNC(=O)CN1C(=O)CSc2ccc(S(=O)(=O)N3CCCC3)cc21,3.6,9.5,11.9,-2.3,-7.0,9.9,3.6,19.8,0.1,-1.6,-2.2
Cc1nc2ccc(S(=O)(=O)NCC(=O)N3CCCC(C)C3)cc2s1 (stereo unspecified),9.8,7.8,-8.6,-4.1,-10.5,7.5,20.5,-7.1,0.9,12.0,3.1
O=C(NCc1ccccn1)Nc1ccc(Br)cc1,-1.0,-26.9,-14.0,-11.7,1.4,-11.6,-12.7,8.0,-8.7,-4.4,-7.1
Cc1cc(C(=O)NC2CCCCC2)c(C)o1,-26.0,-24.9,-20.6,6.7,-1.6,-0.2,-5.2,-3.2,-2.0,-34.0,-17.6
COc1ccc(NC(=O)/C(C#N)=C/c2ccc(Br)o2)cc1,-14.9,-30.6,-2.2,-10.4,6.9,-22.4,-8.3,-106.7,1.8,-1.2,-48.9
O=C(CCl)NN1C(=O)NC2(CCCCC2)C1=O,-28.1,-3.9,-7.5,-2.9,-8.2,9.9,-2.7,-6.1,-13.0,-0.8,-0.1
CC1=CCC2([N+](=O)[O-])CN(CC(=O)O)CC1([N+](=O)[O-])C2 (stereo unspecified),9.8,-5.8,6.8,1.2,-5.0,-16.1,-7.3,26.1,-1.7,0.5,-10.4
O=[N+]([O-])c1ccc(OCCCOc2cccc3cccnc23)cc1,-13.3,-13.4,10.2,-0.8,-3.3,-5.7,-2.5,-5.6,-4.6,-22.9,4.4

# Full records, quoted from the list.
# Results for CNC(=S)N(CCc1c(C)[nH]c2ccccc12)Cc1cc(OC)c(OC)c(OC)c1 : SRC2 inh = 11.2; TROY signal inh = 5.8; COUP-TFII inh = 17.1; TLR9-MyD88 inh = 11.3; NOD2-RIPK2 inh = -6.6; TWEAK-Fn14 inh = -24.2; TRAIL sens C8 = -16.5; NCOA3 inh = 16.9; EBV LMP1 NFkB = -2.1; LRH-1 inv ag = 14.2; SRC1 inh = -8.2
# Results for Cc1cc2cc(C)c(NCCNC(=O)c3ccccc3)nc2cc1C : SRC2 inh = 11.0; TROY signal inh = -13.1; COUP-TFII inh = 7.1; TLR9-MyD88 inh = -10.9; NOD2-RIPK2 inh = 5.7; TWEAK-Fn14 inh = -8.5; TRAIL sens C8 = 2.6; NCOA3 inh = 3.8; EBV LMP1 NFkB = 6.9; LRH-1 inv ag = -16.5; SRC1 inh = -14.0

# Only part of the results is shown, so the mix of outcomes need not match the whole.
